# Source: PubChem BioAssay
# TNAP activation fold – human TNAP enzyme activators, primary screen, biochemical, luminescent, no phosphate acceptor, uHTS (AID 1001); Alkaline phosphatase, tissue-nonspecific isozyme (Homo sapiens); purified TNAP, luminescent activation assay, no phosphate acceptor; higher activation fold means a stronger effect; activation fold at 20 µM; hits with a dose series show EC50 in µM; actives 0.03% (n = 200,000); in the data active means activation fold from about 3, or a potency from the dose series; inactive means the rest, 99 in 100 with activation fold below about 1.6; further: many of its hits are not listed in these tables
# human PMI inhibitors – human PMI inhibitors, high substrate, primary screen, biochemical, fluorescence intensity, high mannose 6-phosphate (AID 1220) | one-dose inhibition, % at 20 µM; IC50 in µM for titrated hits | recombinant PMI enzyme, coupled fluorescence intensity; higher % means a stronger effect | actives 0.66% (n = 190,000)
# XIAP antagonists – XIAP antagonists, biochemical, IAP family, fluorescence polarization (AID 1018) | displacement, % at 20 µM; hits with a dose series show IC50 in µM | actives 0.007% (n = 200,000) | E3 ubiquitin-protein ligase XIAP (Homo sapiens) | XIAP BIR domain, fluorescence polarization peptide displacement; higher % means a stronger effect; in the data active means displacement above about 50%; further: a part of the inactive calls stands beside numbers as strong as those of hits
# LYP inhibition – inhibitors of LYP phosphatase, biochemical, fluorescence intensity, uHTS (AID 1779). Tyrosine-protein phosphatase non-receptor type 22 (Homo sapiens). recombinant LYP phosphatase, fluorescence intensity; higher % means a stronger effect. one-dose inhibition, % at 11.5 µM; IC50 in µM for titrated hits. actives 0.054% (n = 290,000);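 further: plate controls were vehicle with enzyme for no effect and no enzyme for full effect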
# PMI inhibitors – inhibitors of human PMI, primary screen, biochemical, fluorescence intensity, coupled assay (AID 1209) | Mannose-6-phosphate isomerase (Homo sapiens) | purified PMI enzyme, coupled fluorescence intensity; higher % means a stronger effect | inhibition, % at 20 µM, or IC50 in µM where a hit was titrated | actives 0.42% (n = 190,000);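 further: plate controls were DMSO vehicle for no effect and wells lacking substrate for full effect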
# KOR beta-arrestin-1 – KOR agonists, beta-arrestin recruitment, primary screen, cell-based, luminescence, uHTS (AID 1777); KOR beta-arrestin recruitment, luminescence; higher % means a stronger effect; activation, % at 10 µM, or EC50 in µM where a hit was titrated; actives 0.02% (n = 280,000); in the data active means activation above about 50%, passing the limit was not always enough; further: a part of the inactive calls stands beside numbers as strong as those of hits
# KOR beta-arrestin-2 – KOR antagonists, beta-arrestin recruitment, cell-based, luminescence, uHTS (AID 1778); Kappa-type opioid receptor (Homo sapiens); KOR beta-arrestin recruitment, luminescence, antagonist mode; higher % means a stronger effect; inhibition, % at 10 µM, or IC50 in µM where a hit was titrated; actives 0.091% (n = 290,000); further: strong numbers were not always called active
# HEK293 NOD2/NF-kB – NOD2 signaling inhibitors, cell-based, luminescence, uHTS, HEK293 (AID 1566). HEK293 NOD2/NF-kB luciferase reporter, luminescence; higher % means a stronger effect. actives 0.63% (n = 290,000). one-dose inhibition, % at 4 µM; EC50 in µM for titrated hits; further: many of its hits are not listed in these tables
# NOD1 NF-kB reporter – NOD1 signaling inhibitors, primary screen, cell-based, luminescence, uHTS (AID 1578); NOD1-driven NF-kB luciferase reporter cells, luminescence; higher % means a stronger effect; one-dose inhibition, % at 4 µM; EC50 in µM for titrated hits; actives 1% (n = 290,000); in the data active means inhibition mostly above about 36%, no sharp cut-off; inactive means mostly below about 34%;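 further: HEK-293T reporter cells stimulated with the NOD1 agonist gamma-tri-DAP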
# * hit, by the source's call; nt = no result given; [ ] = dose if it differs, or a comment. Unless noted, no stated cut-off is given here; in the data, active means inhibition above about 50%; inactive means the rest. Not all compounds are listed; count on the stated rates, not on these rows.
entry	SMILES	NOD1 NF-kB reporter	KOR beta-arrestin-1	KOR beta-arrestin-2	HEK293 NOD2/NF-kB	human PMI inhibitors	XIAP antagonists	PMI inhibitors	LYP inhibition	TNAP activation fold
1	COc1ccc(N(CC(=O)NCCc2ccccc2)C(=O)CCC(=O)Nc2nccs2)c(OC)c1	-25%	-3.0%	-10%	18%	nt	nt	nt	-3%	nt
2	COc1ccc(CN(C)S(=O)(=O)c2nnc(NC(=O)c3cccc(F)c3)s2)cc1OC	4%	-1.9%	8%	44%	nt	nt	nt	-6%	nt
3	c1coc(CNC2CCCCCCC2)c1	-1%	-4.4%	-15%	-5%	-6%	-0.5%	-5%	0%	1.1
4	COc1ccc(N2CCN(S(=O)(=O)c3ccc4c(c3)NC(=O)CS4)CC2)cc1	-13%	4.2%	-24%	16%	nt	nt	nt	-6%	nt
5	O=C(O)CCN1C(=O)C2C3CC(C2C1=O)C1C(c2ccccc2)c2sc(=O)[nH]c2SC31 (stereo not given)	-14%	3.1%	-23%	11%	-9%	-8.3%	-7%	-6%	1.1
6	COc1ccc(Cl)cc1S(=O)(=O)NC(C)C(=O)NCc1ccncc1 (stereo not given)	8%	3.3%	-61%	4%	nt	nt	nt	-14%	nt
7	NS(=O)(=O)c1cc2c(cc1Cl)NC(CSCc1ccccc1)=NS2(=O)=O	6%	-4.8%	-3%	13%	-1%	-10%	-1%	-2%	0.9
8	Cc1c(NC(=O)CSc2n[nH]c(=O)n2-c2ccccc2)c(=O)n(-c2ccccc2)n1C	7%	5.8%	1%	12%	-12%	-2.8%	-21%	-4%	1
9	CCN(C(=O)c1cc2c(=O)[nH]c3ccc(C)cc3c2s1)c1ccccc1F	-4%	-2.2%	21%	7%	nt	nt	nt	-7%	nt
10	O=C(NCC1CCCO1)c1csc2c1CCCCC2 (stereo not given)	12%	-0.8%	19%	6%	3%	0.7%	2%	-1%	1.1
11	Cc1ccccc1OCc1nc(-c2ccc(NC(=O)c3ccc4c(c3)OCO4)cc2)no1	-21%	1.6%	-52%	-1%	-7%	-3.0%	-2%	-3%	1.1
12	Cc1ccc(OCc2cc(C(=O)N3CCc4[nH]cnc4C3c3ccccn3)no2)cc1C (stereo not given)	-13%	0.2%	-10%	6%	nt	nt	nt	-4%	nt
13	CCN1CCN(C(CNS(=O)(=O)c2cccs2)c2cccnc2)CC1 (stereo not given)	-11%	1.4%	3%	7%	nt	nt	nt	0%	nt
14	Cc1nnc(N/N=C/c2cc(C)n(-c3ccc(F)cc3)c2C)n1N	-24%	12%	22%	12%	30%	-1.6%	39%	7%	2
15	CC(C)N1C(=S)SC2CS(=O)(=O)C=C21 (stereo not given)	-6%	-0.6%	7%	10%	-4%	-4.0%	0%	1%	1.1
16	c1ccc2c(-c3nnc4n3CCCCC4)c[nH]c2c1	1%	-2.6%	0%	11%	-8%	-4.7%	0%	-8%	1.1
17	O=C(Nc1ccncc1)Nc1cccc(C(F)(F)F)c1	4%	-3.5%	2%	18%	nt	nt	nt	-6%	nt
18	Cc1nc(NC(=O)c2ccc(-c3cc4ccccc4oc3=O)cc2)ccc1Br	-23%	20%	-36%	2%	3%	-12%	18%	-3%	1
19	c1ccc(C(c2nnnn2C2CCCC2)N2CCCCCC2)nc1 (stereo not given)	1%	2.5%	20%	-15%	-3%	-17%	-5%	0%	1.1
20	Cc1cc(S(=O)(=O)Nc2ccc(C(=O)NCC(c3ccco3)N3CCCC3)cc2)ccc1F (stereo not given)	-10%	4.8%	-18%	1%	nt	nt	nt	-7%	nt
21	N#Cc1c(-c2ccccc2)nc(N2CCN(Cc3ccccc3)CC2)[nH]c1=O	5%	-2.2%	3%	15%	nt	nt	nt	-4%	nt
22	COc1ccc(NC(=O)C2=NNC(=O)CC2)cc1S(=O)(=O)N1CCCCC1	-2%	2.4%	-6%	6%	nt	nt	nt	-8%	nt
23	Cc1c(NC(=O)NC2CCCCC2)cccc1[N+](=O)[O-]	-19%	-2.8%	-27%[20 µM]	0%	-13%	-0.8%	-10%	-6%	1
24	COc1ccc(/C=N/NC(=O)c2cccnc2)cc1CN1CCN(c2ccc(F)cc2)CC1	-9%	2.7%	13%	13%	0%	3.0%	-5%	5%	1
25	O=C(O)CCCN=Cc1c(O)c2ccccc2oc1=O	18%	1.8%	10%	9%	5%	-2.8%	3%	-1%	1.1
26	COc1ccc(/C=C2\Sc3ccc(C(=O)N4CCc5ccccc5C4)cc3N(C)C2=O)cc1	9%	-0.5%	24%	9%	25%	-2.6%	24%	5%	1.1
27	Cc1ccc(OCC(=O)Nc2cccnc2Cl)cc1C	-23%	-0.4%	-8%	-7%	nt	nt	nt	-10%	nt
28	O=c1c2ccccc2nc(-c2ccco2)n1Cc1ccccc1	-28%	2.8%	-26%	-38%	-4%	-1.4%	6%	2%	1
29	Cc1ccc(NC(=O)C2CCN(S(=O)(=O)c3ccc4c(c3)C(C)(C)C(=O)N4C)CC2)c(C)c1	-12%	-3.0%	-22%[20 µM]	2%	nt	nt	nt	-4%	nt
30	CCC(OC(=O)C(NC(=O)c1ccccc1)c1ccccc1)C(=O)Nc1cc(C)on1 (stereo not given)	-2%	-11%	28%	6%	14%	-7.5%	14%	-5%	1.1
31	Cc1ccc(NS(=O)(=O)c2c(C(=O)N3CCOCC3)c(C)n(C)c2C)cc1	-18%	1.1%	4%	-3%	nt	nt	nt	-4%	nt
32	NS(=O)(=O)c1ccc2nc(NC(=O)CS(=O)(=O)c3ccccc3)sc2c1	-30%	4.9%	-45%	-6%	nt	nt	nt	-2%	nt
33	CCc1nc(N2CCN(S(C)(=O)=O)CC2)c2c3c(sc2n1)CCCC3	-41%	-4.2%	-19%	16%	6%	-1.6%	12%	-3%	1.1
34	COCC(C)n1c(SCC(=O)NCCC2=CCCCC2)nc2ccccc2c1=O (stereo not given)	1%	-1.1%	-17%	-8%	-3%	-4.7%	2%	-8%	1.2
35	Cc1cc(OCC(O)CN2CCc3ccccc3C2)cc(C(C)C)c1 (stereo not given)	12%	1.2%	-37%	-21%	nt	nt	nt	-3%	nt
36	O=C(Nc1ccc2c(c1)OCCO2)N1CCN(c2ccccc2)CC1	7%	3.5%	-21%	-23%	-3%	0.4%	1%	-3%	1.1
37	COC(=O)C1=C(NC(=O)c2ccccc2C)CCS1	-38%	2.0%	-30%	-9%	-15%	-13%	-17%	1%	1.1
38	O=C(Nc1ccc2c(c1)OCCO2)c1oc2ccccc2c1NC(=O)C1CC1	-42%	-3.5%	8%	35%	22%	0.1%	25%	5%	1.1
39	COCCn1c(SCC(=O)N(C)c2ccccc2)nc2c([nH]c3ccccc32)c1=O	3%	5.7%	-25%	20%	nt	nt	nt	-4%	nt
40	Cc1cc(C(=O)CSc2nnnn2-c2ccccc2)c(C)n1CC1CCCO1 (stereo not given)	-100%	-6.9%	-18%	-65%	16%	-5.5%	5%	-5%	1.1
41	Cc1cc(C)c(C)c(S(=O)(=O)NCc2ccc(C(=O)N3CCCCC3)cc2)c1C	-23%	-3.7%	-8%	11%	29%	-7.9%	15%	-2%	1
42	CCOc1ccccc1-n1c(=S)sc2c(=O)n(-c3ccc(F)cc3)c(SCC(=O)O)nc21	2%	-7.2%	17%	11%	nt	nt	nt	-7%	nt
43	Cc1nn(Cc2cccc(F)c2)c(C)c1NC(=O)c1c(Cl)cnn1C	-14%	1.1%	15%	7%	0%	-4.2%	-4%	-4%	1.1
44	COCc1ccc(CN2CCCC(CO)(Cc3cccc(OC)c3)C2)o1 (stereo not given)	3%	1.0%	25%	15%	nt	nt	nt	-7%	nt
45	CN(C)CCCN1C(=O)c2cccc3cccc(c23)C1=O	-20%	-4.8%	0%	-2%	nt	nt	nt	-7%	nt
46	O=C1C=C(c2ccc(Cl)cc2)OC2(CCCC2)O1	9%	4.2%	-10%	2%	-16%	-6.8%	0%	-3%	1
47	CCOC(=O)c1cnn(-c2nc(C)cc(C)n2)c1N	4%	-1.8%	21%	12%	-3%	0.8%	3%	-4%	1.1
48	CCCCC1(C)NC(=O)N(CC(=O)Nc2ccc(S(=O)(=O)N3CCOCC3)cc2)C1=O (stereo not given)	6%	-3.3%	-5%	4%	4%	-2.6%	-2%	-5%	1.1
49	COc1ccc(C2SCC(=O)N2c2c(C)n(C)n(-c3ccccc3)c2=O)cc1 (stereo not given)	2%	20%	0%	4%	-4%	-5.8%	-14%	4%	1
50	CC1CN(c2nnc(NC(=O)c3ccccc3)s2)CC(C)O1 (stereo not given)	-50%	1.9%	-30%	-2%	0%	-7.9%	-4%	1%	1.1

# Record cards, as listed above. Order of values: NOD1 NF-kB reporter, KOR beta-arrestin-1, KOR beta-arrestin-2, HEK293 NOD2/NF-kB, human PMI inhibitors, XIAP antagonists, PMI inhibitors, LYP inhibition, TNAP activation fold
# CCOC(=O)c1cnn(-c2nc(C)cc(C)n2)c1N is entered as 4%, -1.8%, 21%, 12%, -3%, 0.8%, 3%, -4%, 1.1
# O=C(Nc1ccc2c(c1)OCCO2)N1CCN(c2ccccc2)CC1 is entered as 7%, 3.5%, -21%, -23%, -3%, 0.4%, 1%, -3%, 1.1
# COc1ccc(CN(C)S(=O)(=O)c2nnc(NC(=O)c3cccc(F)c3)s2)cc1OC is entered as 4%, -1.9%, 8%, 44%, nt, nt, nt, -6%, nt

# The results go on.
entry	SMILES	NOD1 NF-kB reporter	KOR beta-arrestin-1	KOR beta-arrestin-2	HEK293 NOD2/NF-kB	human PMI inhibitors	XIAP antagonists	PMI inhibitors	LYP inhibition	TNAP activation fold
51	Cc1ccc(N=C2C(=O)Nc3ccc(C)c(Br)c32)cc1	-3%	-1.9%	-24%	-16%	nt	nt	nt	1%	nt
52	Cc1nc(N2CCN(c3ccccn3)CC2)c2c(C)c(C(=O)Nc3ccc(F)cc3Cl)sc2n1	7%	1.0%	15%	34%	nt	nt	nt	0%	nt
53	NC(=O)NC(CC(=O)N1CCc2ccccc2C1)c1ccc(Cl)cc1 (stereo not given)	-37%	0.5%	-26%	-3%	nt	nt	nt	-2%	nt
54	CSc1nc(C(C)C)ccc1CNC(=O)CC(C)c1ccccc1 (stereo not given)	-4%	-5.7%	-5%	6%	nt	nt	nt	-4%	nt
55	COCCCNc1nc2cc(OC)c(OC)cc2c2nc(-c3ccccc3)nn12	-11%	-3.0%	-48%	15%	nt	nt	nt	2%	nt
56	Cc1nn(C)cc1CNC(=O)/C=C/c1cnn(C)c1	-2%	0.8%	13%	-3%	-7%	-3.3%	-11%	-5%	1
57	COc1cc(OC)cc(C(=O)N[C@H](C(=O)NC23CC4CC(CC(C4)C2)C3)C(C)C)c1	7%	-2.2%	-5%	-2%	2%	-1.8%	7%	-3%	1.1
58	Nc1nnc(SCC(=O)OCC(=O)c2ccccc2)s1	-23%	-1.8%	-20%	-6%	-6%	-1.7%	-12%	-3%	1.2
59	Cc1cc2c(OCC(O)CNC(C)(C)C)cccc2[nH]1 (stereo not given)	-7%	-3.2%	-58%	3%	6%	-4.6%	10%	-2%	1.1
60	Cc1cc(C)cc(NC(=S)/C(=C(\[O-])c2ccc(Cl)s2)[n+]2cccc(C)c2)c1	-28%	-6.6%	-34%	5%	52%*	-0.4%	13%	-1%	1.1
61	CCOC(=O)c1c(C)nc2c(c(SC)nn2-c2ccccc2)c1N	52%	5.5%	-55%	10%	12%	-3.2%	-7%	-5%	1
